mIAP block: inhibitors of mouse IAP, primary screen, biochemical, luminescence, uHTS | purified mouse IAP, CDP-Star luminescence, 30 min | inhibition, % at 10 µM | 0.2% of 330,000 active | AID 2806, 2010;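 active = inhibition of at least 40% at 10 µM in the primary screen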;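 also: plate controls were DMSO with enzyme for no effect and no enzyme wells for full effect; values of inactives mirror those of a sister screen read the other way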
hIAP activ: human IAP activators, primary screen, biochemical, luminescence, uHTS; purified human IAP, CDP-Star luminescence, 30 min; active compounds read high; 1 = vehicle-only enzyme, 0 = enzyme-free background; activation factor at 10 µM; AID 2524, 2010; 0.16% of 330,000 active; Intestinal-type alkaline phosphatase (Homo sapiens), P09923;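 active = activation factor of the enzyme at least 2-fold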; also: the source names both 10 and 20 µM as test concentration; values of inactives mirror those of a sister screen read the other way
Target sequence (P09923 whole entry, looked up): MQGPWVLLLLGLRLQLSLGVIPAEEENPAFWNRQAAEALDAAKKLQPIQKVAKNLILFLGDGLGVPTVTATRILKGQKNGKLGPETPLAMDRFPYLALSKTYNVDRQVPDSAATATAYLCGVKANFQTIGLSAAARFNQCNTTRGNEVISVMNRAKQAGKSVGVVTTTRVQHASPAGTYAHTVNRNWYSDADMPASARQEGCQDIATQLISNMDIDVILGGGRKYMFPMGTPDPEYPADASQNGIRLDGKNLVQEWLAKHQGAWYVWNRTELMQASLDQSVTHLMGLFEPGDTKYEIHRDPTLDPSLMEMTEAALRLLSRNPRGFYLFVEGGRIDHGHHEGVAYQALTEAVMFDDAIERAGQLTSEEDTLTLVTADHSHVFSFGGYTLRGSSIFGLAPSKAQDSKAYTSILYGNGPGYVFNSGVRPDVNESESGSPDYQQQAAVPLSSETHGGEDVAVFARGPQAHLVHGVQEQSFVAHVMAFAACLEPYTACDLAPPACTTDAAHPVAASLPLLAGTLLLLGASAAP
NR3A LBD binder: binders of NR3A ligand-binding domain, primary screen, biophysical, differential scanning fluorimetry, uHTS; Tm shift relative to glycine control, % at 25 µM; NR3A LBD differential scanning fluorimetry, Tm shift; 0% = protein alone, 100% = glycine-bound protein; 2.5% of 340,000 active; Glutamate receptor ionotropic, NMDA 3A (GRIN3A) ligand-binding domain;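 active = melting temperature shift of at least 10% of the positive control shift, at one fixed dose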
hIAP block: human IAP inhibitors, primary screen, biochemical, luminescence, uHTS. Intestinal-type alkaline phosphatase (Homo sapiens), P09923. inhibition, % at 10 µM. purified IAP, CDP-Star luminescence, 30 min. AID 2544, 2010. 0.12% of 330,000 active;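 active = inhibition reaching a set limit with compound at 10 µM in the primary screen, cut at about 35% in these data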;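 also: plate controls were DMSO wells with enzyme for no effect and no-enzyme buffer wells for full effect; values of inactives mirror those of a sister screen read the other way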
A3G deaminase: APOBEC3G DNA deaminase inhibitors, primary screen, biochemical, fluorescence, single-stranded DNA substrate, uHTS | DNA dC->dU-editing enzyme APOBEC-3G (Homo sapiens), Q9HC16 | recombinant A3G, ssDNA deamination FAM/TAMRA fluorescence | inhibition, % at 20 µM | 0.28% of 330,000 active;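 active = inhibition of at least 40% at 20 µM, with no more than 30% in the related APOBEC3A deaminase screen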;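 also: plate controls were DMSO wells with A3G for no effect and wells lacking A3G enzyme for full effect; some compounds called inactive have numbers as strong as hits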
Target sequence (Q9HC16 whole entry, looked up): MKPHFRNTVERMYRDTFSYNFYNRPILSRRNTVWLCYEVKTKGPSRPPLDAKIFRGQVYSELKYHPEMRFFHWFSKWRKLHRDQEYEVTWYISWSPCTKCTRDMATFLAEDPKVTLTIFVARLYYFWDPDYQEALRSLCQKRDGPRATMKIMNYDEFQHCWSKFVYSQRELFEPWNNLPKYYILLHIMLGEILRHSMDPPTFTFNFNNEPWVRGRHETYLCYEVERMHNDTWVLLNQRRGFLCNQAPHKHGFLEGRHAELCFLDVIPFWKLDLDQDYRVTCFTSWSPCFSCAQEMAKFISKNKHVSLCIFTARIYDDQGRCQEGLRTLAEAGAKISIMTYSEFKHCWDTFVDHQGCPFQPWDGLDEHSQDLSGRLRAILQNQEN
MPTP block: mitochondrial permeability transition pore inhibitors, primary screen, biochemical, isolated mouse mitochondria, absorbance. Ca2+ swelling absorbance, 30 min. inhibition, % at 10 µM. 1.4% of 360,000 active;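 active = inhibition of 50% or more, scaled per plate between neutral and stimulator controls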;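 also: 0% = DMSO wells given calcium and 100% = 1 mM EGTA wells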
A3A deaminase: APOBEC3A ssDNA deaminase inhibitors, primary screen, selectivity assay for APOBEC3G inhibitor project, biochemical, FAM/TAMRA oligo cleavage fluorescence | DNA dC->dU-editing enzyme APOBEC-3A (Homo sapiens), P31941 | inhibition, % at 20 µM | 0.41% of 330,000 active | AID 493011, 2011 | recombinant A3A, FAM/TAMRA ssDNA deamination fluorescence;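 active = at least 40% inhibition at 20 µM here, with at most 30% in a related deaminase screen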;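 also: plate controls were A3A with DMSO for no effect and wells lacking A3A enzyme for full effect; some results filed as inactive read as strong as hits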
mIAP activ: activators of mouse IAP, primary screen, biochemical, luminescence, uHTS; AID 2805, 2010; intestinal alkaline phosphatase [Mus musculus]; 0.24% of 330,000 active; muIAP, CDP-Star luminescence, 30 min; active compounds read high; 1 = vehicle-only enzyme signal, 0 = enzyme-free wells; activation factor at 10 µM;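 active = activation factor of at least 2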; also: the source names both 10 and 20 µM as test concentration; values of inactives mirror those of a sister screen read the other way
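System: mouse IAP enzyme. Reagent: CDP-Star chemiluminescent phosphatase substrate. Benchmarks: DMSO wells, no-enzyme wells. Times: 30 min enzyme-substrate-compound incubation at room temperature. Detection: luminescence from enzymatic CDP-Star hydrolysis. Doses: test compounds delivered from DMSO solution.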
beta cell repl: inducers of MIN6 beta-cell proliferation, primary screen, ATP luminescence, uHTS | AID 2380, 2010 | 0.29% of 330,000 active | MIN6 cells proliferation, ATPlite luminescence, 48 h; cells starved in 0.2% serum; 100% = growth in 10% serum | proliferation, % at 10 µM;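 active = compounds whose signal lies at least 3.5 SD above the mean of all wells on their plate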;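 also: 0% = DMSO-treated cells in low-serum medium and 100% = 10% serum control; some compounds called inactive have numbers as strong as hits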
Starred values were filed as active, the others as inactive; x = not tested or not shown.

Values run as follows: mIAP block, hIAP activ, NR3A LBD binder, hIAP block, A3G deaminase, MPTP block, A3A deaminase, mIAP activ, beta cell repl
[1] Cc1ccccc1NC(=S)N(C)C1(c2ccccc2Cl)CCCCC1=O (stereo not given)
    7, 0.91, -1, 9, -7, -0.2, -4, 0.93, -2
[2] Cc1cccc(OCc2nc(-c3ccc(Br)o3)no2)c1
    6, 0.92, 3, 8, -2, 3.9, 1, 0.94, -3
[3] CCOc1ccc(S(=O)(=O)N2CCOCC2)cc1NC(=O)c1ccccc1F
    -5, 1, 0, -5, -8, 0.3, -4, 1.1, 0
[4] CC(C)CN(C(=O)CSc1nncn1-c1ccccc1)c1c(N)n(CC(C)C)c(=O)[nH]c1=O
    7, 1, 0, -4, -7, -0.2, 0, 0.93, 0
[5] O=C(COc1ccccc1)Nc1ccccc1N1CCN(c2ccc(F)cc2)CC1
    -5, 0.99, 1, 1, -5, 0.8, -4, 1, -1
[6] Cc1cccc(C(=O)Nc2ccccc2N2CCN(c3ccc(F)cc3)CC2)c1
    6, 1.1, -1, -6, -11, 1.2, -4, 0.94, -5
[7] Cc1cccc(C)c1NS(=O)(=O)c1ccc2c(c1)C(=O)c1ccccc1C2=O
    6, 0.75, 3, 25, -6, 4.2, -3, 0.94, 1
[8] CCOC(=O)c1ccc2nc(C)c(CC)c(Cl)c2c1
    3, 0.87, 2, 13, 0, -0.2, 1, 0.97, 0
[9] CCCc1nn(C)c2c(=O)[nH]c(-c3cc(S(N)(=O)=O)ccc3OCC)nc12
    5, 0.91, -2, 9, -2, -0.3, -1, 0.95, -2
[10] CCOc1ccc(S(=O)(=O)Nc2cccc(C(=O)NCC(c3ccco3)N(C)C)c2)cc1 (stereo not given)
    6, 1.1, 0, -10, 6, -0.5, -4, 0.94, -7

Reformatted field by field: 2 of the compounds above.
6: Cc1cccc(C(=O)Nc2ccccc2N2CCN(c3ccc(F)cc3)CC2)c1
  mIAP block = 6 | hIAP activ = 1.1 | NR3A LBD binder = -1 | hIAP block = -6 | A3G deaminase = -11 | MPTP block = 1.2 | A3A deaminase = -4 | mIAP activ = 0.94 | beta cell repl = -5

5: O=C(COc1ccccc1)Nc1ccccc1N1CCN(c2ccc(F)cc2)CC1
  mIAP block = -5 | hIAP activ = 0.99 | NR3A LBD binder = 1 | hIAP block = 1 | A3G deaminase = -5 | MPTP block = 0.8 | A3A deaminase = -4 | mIAP activ = 1 | beta cell repl = -1

Additional structures.
Values run as follows: mIAP block, hIAP activ, NR3A LBD binder, hIAP block, A3G deaminase, MPTP block, A3A deaminase, mIAP activ, beta cell repl
[11] Cn1c(C(O)c2ccccc2)nc(Cl)c1Cl (stereo not given)
    -4, 0.76, 0, 24, -8, 1.0, -7, 1, 2
[12] COC(=O)C(C)Sc1nc2c([nH]c3ccccc32)c(=O)n1C (stereo not given)
    0, 1, 0, -5, 0, 1.3, -3, 1, -2
[13] CCOC(=O)N1CCN(C(=O)CCNS(=O)(=O)c2ccc3c(c2)c(=O)n(C)c(=O)n3C)CC1
    -8, 1, 0, -2, 2, -1.7, 4, 1.1, -2
[14] COc1cccc(-c2ncc3ccccc3c2COC(=O)c2cccc(Br)c2)c1
    7, 0.93, -3, 7, -10, -1.0, -1, 0.93, -7
[15] CCOCCCN1CN(Cc2ccco2)CNC1=S
    -5, 1.1, 0, -12, 8, -0.2, 3, 1, -4
[16] O=C(O)c1ccccc1C(=O)N(c1ccccc1)c1ccccc1
    -11, 1, 0, -4, -1, 1.0, 4, 1.1, 0
[17] COc1ccc(S(=O)(=O)Nc2ccc(-n3cccc3)cc2)cc1
    10, 1, -12, -5, -4, -1.1, -1, 0.91, 2
[18] Cc1ccc(-n2nc(C(=O)c3ccccc3)n3c(=O)c(Cc4ccccc4)nnc23)cc1
    12, 1, -3, -3, -10, 5.1, -1, 0.89, -5
[19] Cc1occc1-c1nnc(SCC(=O)Nc2nc3ccccc3s2)o1
    7, 0.93, 3, 7, 0, 1.4, 2, 0.93, -2
[20] COc1ccc(/C=C/C(=O)N2CCN(c3ccccn3)CC2)c(OC)c1OC
    -5, 1.1, 1, -13, -9, 0.2, -2, 1, 0
[21] Cc1[nH]nc2c1C1(CCN(Cc3ccccc3)CC1)C(C#N)=C(N)O2
    -8, 1.1, 2, -12, -6, -0.7, -9, 1.1, -3
[22] O=C(CO/N=C/c1ccccc1Cl)N1CCCc2ccccc21
    -5, 1, -2, -2, -8, 0.7, 0, 1, 2
[23] COc1cc(C2CC(=O)Oc3cc(C)c(Cl)c(C)c32)cc(OC)c1OC (stereo not given)
    -4, x, -5, x, 0, 1.4, 5, 1.1, x
[24] Cc1cc(C)nc(SCc2ccc(C(=O)N/N=C3\CC(C)CC(C)(C)C3)cc2)n1 (stereo not given)
    7, 0.96, -2, 4, -2, -0.1, 2, 0.93, 0
[25] CCCn1c(-c2ccccc2)nc2c(=O)n(C)c(=O)[nH]c21
    -29, 1.2, -1, -23, -1, 12, 4, 1.3, -4
[26] COc1c(Cl)cc(Cl)cc1C(=O)Nc1ccc(CN2CCCCC2)cc1
    9, 0.88, -2, 12, -3, -0.8, 1, 0.91, -5
[27] CCOC(=O)Cc1csc(N/N=C/c2ccccc2)n1
    10, 0.94, 3, 6, -6, 2.9, -3, 0.9, -2
[28] O=C(NC1CCCc2ccccc21)C1CCN(c2nnc(-n3cccc3)s2)CC1 (stereo not given)
    -9, 0.89, 1, 11, -6, -2.8, -2, 1.1, -4
[29] O=C(O)CCC(C(=O)O)n1c(O)c(C2=c3ccccc3=NC2=O)sc1=S (stereo not given)
    11, 0.98, 2, 2, -9, 1.2, -8, 0.89, 1
[30] CC1Cc2nc(SCC(=O)NCC3CCCO3)n(-c3ccc(F)cc3)c(=O)c2S1 (stereo not given)
    5, 1.3, 0, -26, -7, 0.3, 3, 0.95, -2
[31] CCCOc1ccccc1C(=O)NC(CO)C(=O)O (stereo not given)
    -3, 1.2, 0, -21, -5, 0.1, -1, 1, 1
[32] c1ccc(OCCSc2nc3ccccc3[nH]2)cc1
    -1, 1.1, -15, -13, -1, -5.6, 0, 1, -2
[33] CCC(C)n1c(SC(C)C#N)nc2ccccc2c1=O (stereo not given)
    2, 0.99, 0, 1, -6, 1.0, 0, 0.98, -1
[34] COc1ccc(C)cc1NC(=O)CCNS(=O)(=O)c1cccc2nonc12
    3, 1, 2, -3, 7, -1.5, 5, 0.97, -3
[35] O=C(CSc1nnnn1-c1cccc2c1CCCC2)NC1CCCC1
    -7, 0.98, 2, 2, -2, -1.7, -1, 1.1, -4
[36] Cc1ccc(C)c(NC(=O)COC(=O)c2nc(Cl)ccc2Cl)c1
    15, 0.87, -2, 13, -3, -1.7, -1, 0.85, 0
[37] CC(/C=C/c1ccc2c(c1)OCO2)=N/NC(=O)CNc1ccc(C)cc1
    5, 1, -4, -3, -1, 1.9, -4, 0.95, -3
[38] CC1=NN(Cc2cc(C(C)(C)C)c(O)c(C(C)(C)C)c2)C(=O)C1
    -6, 1.1, -5, -14, -4, 1.2, -7, 1.1, -5
[39] COc1cccc(-c2nc3ccc(O)cc3c(=O)o2)c1
    5, 0.87, -13, 13, -3, -1.0, 0, 0.95, -1
[40] O=C(Nc1ccc(-c2cn3ccccc3n2)cc1)c1cccs1
    2, 1, 25*, -3, 3, 1.1, 0, 0.98, -6
[41] CC(=O)Nc1ccc(S(=O)(=O)NCCSCc2cccc(Cl)c2)cc1
    -17, 0.98, -9, 2, -4, 3.7, 4, 1.2, -2
[42] Cc1ccc(C(=O)NCc2ccc3c(c2)OCO3)cc1N1CCCC1=O
    -7, 1.1, 1, -8, -8, -0.6, -5, 1.1, 4
[43] CCOc1ccc(NC(C)C(=O)N/N=C/c2ccc([N+](=O)[O-])cc2)cc1 (stereo not given)
    6, 1.1, x, -6, -8, x, -5, 0.94, -1
[44] O=C(NCCN1CCN(c2ccccc2)CC1)Nc1cccc(Cl)c1
    -39, 1.3, -1, -28, 0, 0.9, -3, 1.4, -3
[45] O=C(CN(c1ccccn1)S(=O)(=O)c1ccccc1)N/N=C/c1cccc([N+](=O)[O-])c1
    -9, 1, -5, 0, 4, 1.3, 44*, 1.1, 0
[46] NC1=NCC(O)=C1c1nc2ccccc2[nH]1
    6, 2*, -1, -101, -1, -0.4, 2, 0.94, -1
[47] CCc1cccc(CC)c1NC(=O)CNCc1cccs1
    -18, 1.3, -5, -30, -4, -0.3, -7, 1.2, -2
[48] COc1ccc(N2CCN(C(=O)c3cc([N+](=O)[O-])ccc3N3CCN(CCO)CC3)CC2)cc1
    9, 1.2, -2, -21, -5, -0.7, 6, 0.91, 8
[49] Cc1ccc(NC(=O)c2cc(=O)c3ccccc3o2)cc1
    5, 0.89, -2, 11, 0, 4.0, 3, 0.95, -1
[50] COCCn1c(N)c(N(Cc2ccccc2)C(=O)Cc2c(Cl)cccc2Cl)c(=O)[nH]c1=O
    -9, 0.97, -1, 3, -1, -1.2, -5, 1.1, -3
[51] C[C@H]1CCC[C@]2(O[C@@H](CCO)C[C@H](O)[C@H]2O)O1
    -9, 0.88, -1, 12, 1, 4.4, 1, 1.1, -5
[52] Cc1cc([N+](=O)[O-])c(-c2ccc(/C=N/n3cnnc3)o2)cc1Cl
    5, 1.2, 0, -15, 1, -0.7, 2, 0.95, -3
[53] Cc1ccc(-c2cc(C(=O)Nc3ccc(S(=O)(=O)Nc4nc(C)cc(C)n4)cc3)c3ccccc3n2)cc1
    5, 1.1, -1, -13, -6, -1.1, -4, 0.95, -3
[54] COc1cc(C(=O)NCC(c2cccnc2)N2CCN(c3ccc(F)cc3)CC2)cc(OC)c1OC (stereo not given)
    2, 0.95, -5, 5, 0, -0.1, -3, 0.98, 0
[55] Cc1cc(/C(O)=C2\C(=O)C(=O)N(CCN(C)C)C2c2ccncc2)ccc1OCc1ccccc1 (stereo not given)
    0, 0.99, -3, 1, -10, 0.2, -7, 1, -1
[56] Cc1cc(NC(=O)CCC(=O)N(Cc2cccs2)C(C)(C)C(=O)NC2CCCCC2)no1
    -5, 1.1, 1, -7, -6, -0.2, -5, 1.1, 6.2*
[57] Cc1cc(C)nc(NC2=NCC(=O)N2CCc2c[nH]c3ccccc23)n1
    8, 0.97, -1, 3, -5, 1.3, -3, 0.92, 0

High-throughput results: PubChem BioAssay, Sanford-Burnham Center for Chemical Genomics
